PP1 counter: PP1-alpha phosphatase inhibitors, primary screen, counter-screen for PP5 inhibitor project, biochemical, fluorescence, OMFP substrate, single point | inhibition, % at 6.7 µM | AID 2235, 2010 | purified PP1alpha | Serine/threonine-protein phosphatase PP1-alpha catalytic subunit (Homo sapiens), P62136 | hit rate 0.9% among 320,000;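 active means inhibition above the mean inhibition of all tested compounds plus 3 SD, computed separately for each screening campaign, cut at about 15% in these data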
Target sequence (P62136 whole entry, looked up): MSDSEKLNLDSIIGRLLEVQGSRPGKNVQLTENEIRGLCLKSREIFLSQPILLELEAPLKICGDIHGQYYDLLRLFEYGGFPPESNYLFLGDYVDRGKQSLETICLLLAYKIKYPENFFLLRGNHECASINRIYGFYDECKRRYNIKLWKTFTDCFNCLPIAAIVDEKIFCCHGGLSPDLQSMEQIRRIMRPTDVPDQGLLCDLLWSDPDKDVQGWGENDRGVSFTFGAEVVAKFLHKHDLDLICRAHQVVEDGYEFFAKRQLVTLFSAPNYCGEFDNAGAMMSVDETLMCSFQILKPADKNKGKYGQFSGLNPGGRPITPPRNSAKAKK
CTSL1 counter: Fasciola hepatica cathepsin L1 inhibitors, primary screen, counter-screen for PFM18AAP inhibitor project, biochemical, QFRET, fluorogenic peptide substrate | recombinant F. hepatica cathepsin L1, Z-Leu-Arg-MCA fluorescence | inhibition, % at 5.96 µM | hit rate 0.49% among 300,000 | AID 1906, 2009;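 active means inhibition above the mean of all tested compounds plus 3 SD, set per screening campaign, cut at about 17% in these data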;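 further: 0% = plate median of test compound wells and 100% = 1 µM Z-Phe-Ala-diazomethylketone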
Efflux pump inh: inhibitors of Candida efflux pumps in yeast, primary screen, S. cerevisiae, Nile Red, multiplex. inhibition, % at 10 µM. hit rate 0.44% among 330,000. S. cerevisiae Candida pump triplex;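 active means plate passing quality check with inhibition over a set limit, or well fluorescence over plate mean plus 4 SD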;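 further: Nile Red retained in pooled yeast measured as flow cytometry median fluorescence; 0% = buffer negative control and 100% = Enniatin B positive control; higher means more Nile Red kept so more efflux inhibition; some compounds called inactive have numbers as strong as hits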
proCasp3 act: activators of human procaspase-3 D3A mutant, primary screen, biochemical, absorbance, PC-3 D3A mutant, single concentration; Caspase-3 (Homo sapiens), P42574; recombinant procaspase-3 D3A, Ac-DEVD-pNA absorbance 405 nm; activation, % at 8.5 µM; hit rate 0.11% among 330,000; AID 463141, 2010;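 active means activation above the mean of all tested compounds plus 3 SD, cut at about 21% in these data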;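 further: 0% = DMSO alone and 100% = DMSO wells spiked with extra 5 µM PC-3 D3A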
Target sequence (P42574 whole entry D9A/D28A/D175A): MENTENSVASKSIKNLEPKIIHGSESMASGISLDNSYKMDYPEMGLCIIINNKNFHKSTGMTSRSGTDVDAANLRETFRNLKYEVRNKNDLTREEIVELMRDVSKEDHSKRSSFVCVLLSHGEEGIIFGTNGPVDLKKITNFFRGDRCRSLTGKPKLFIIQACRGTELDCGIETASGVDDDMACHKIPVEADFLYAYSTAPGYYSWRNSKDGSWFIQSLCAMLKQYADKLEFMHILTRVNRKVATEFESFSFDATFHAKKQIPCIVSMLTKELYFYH
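Assay system: Autoprocessing-dead procaspase-3 D3A mutant enzyme; also added: Ac-DEVD-pNA; doses: one concentration, 8.5 µM nominal, 0.8% DMSO; times: 1 h compound preincubation, 2 h substrate hydrolysis at 25 °C; technique: 405 nm absorbance of p-nitroaniline, reads at 0 and 120 min; measure: % activation between DMSO and enzyme-spiked controls; repeats: single replicate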
PP5 inh: PP5 phosphatase inhibitors, primary screen, biochemical, fluorescence; AID 1987, 2009; hit rate 0.18% among 320,000; purified PP5c, OMFP substrate fluorescence; inhibition, % at 6.7 µM;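 active means inhibition above the campaign's mean inhibition across all tested compounds plus 3 SD, cut at about 9.5% in these data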;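 further: 0% = DMSO only and 100% = 100 µM cantharidin control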
TPT1 inhibitor: Candida albicans TPT1 enzyme inhibitors, primary screen, biochemical, fluorescence polarization. recombinant caTPT1, FP RNA substrate dephosphorylation. inhibition, % at 5 µM. hit rate 0.81% among 300,000;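 active means inhibition above the mean of all tested compounds plus 3 SD, set per screening campaign, cut at about 24% in these data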;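 further: plate controls were DMSO alone for no effect and ferristatin control at 100 nM for full effect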
proCasp7 act: procaspase-7 activators, primary screen, counter-screen for procaspase-3 activator project, biochemical, absorbance, HTS, human | recombinant procaspase-7, Ac-DEVD-pNA absorbance 405 nm; D23A/D198A/D206A triple mutant, cannot self-cleave; scale: DMSO 0, 5 µM enzyme 100 | activation, % at 8.5 µM | hit rate 0.093% among 330,000 | Caspase-7 (Homo sapiens), P55210 | AID 463210, 2010;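 active means percent activation above the screen-wide mean plus 3 SD, cut at about 25% in these data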
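System: Procaspase-7 triple mutant (PC-7 D3A); measure: % activation from two-timepoint absorbance difference, scaled to controls; times: 1 h compound preincubation, 2 h substrate cleavage, 25 °C; also added: Ac-DEVD-pNA substrate, 400 µM as added; measured by: Epi-absorbance of released pNA at 405 nm, two timepoints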
JMJD2C inh: inhibitors of GASC-1 histone demethylase, primary screen, biochemical, fluorescence, DELFIA europium; Lysine-specific demethylase 4C (Homo sapiens), Q9H3R0; GST-JMJD2C(1-420) H3K9me3 demethylation; inhibition, % at 2.35 µM; hit rate 0.069% among 330,000; AID 2099, 2009;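 active means more than half of a compound's replicate wells show inhibition beyond 50%, single wells judged on their own value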;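 further: signal counts dimethyl H3K9 product captured on neutravidin plate; 0% = median of DMSO wells and 100% = 0.3 times that DMSO median; strong numbers were not always called active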
Target sequence (Q9H3R0 1-420 limits assumed): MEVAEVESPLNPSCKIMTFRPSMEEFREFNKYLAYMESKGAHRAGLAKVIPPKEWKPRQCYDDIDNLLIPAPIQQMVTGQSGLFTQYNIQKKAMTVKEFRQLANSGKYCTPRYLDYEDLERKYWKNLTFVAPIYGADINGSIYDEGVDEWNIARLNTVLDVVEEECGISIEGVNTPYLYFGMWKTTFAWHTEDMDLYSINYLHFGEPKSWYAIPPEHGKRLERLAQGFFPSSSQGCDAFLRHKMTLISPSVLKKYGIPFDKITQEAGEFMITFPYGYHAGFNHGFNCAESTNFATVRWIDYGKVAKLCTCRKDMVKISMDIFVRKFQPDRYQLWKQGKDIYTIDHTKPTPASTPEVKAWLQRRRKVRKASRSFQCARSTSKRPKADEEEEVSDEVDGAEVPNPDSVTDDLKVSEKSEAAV
core dimer inh: inhibitors of HCV core protein dimerization, primary screen, biochemical, TR-FRET, high-throughput; AID 1899, 2009; TR-FRET GST/Flag-core106 dimerization, 1536-well; hit rate 0.33% among 300,000; inhibition, % at 5 µM;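 active means inhibition above the mean of all tested compounds plus 3 SD, set per screening campaign, cut at about 45% in these data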
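Assay system: Tagged HCV core106 pair (GST and Flag) | Buffer or medium: KF-containing HEPES buffer, pH 7.45, DTT, CHAPS, BSA | Also added: Eu donor and XL665 acceptor anti-tag antibodies | Dosing: One concentration, 5 µM, in 0.5% DMSO | Timing: 4 h at 22.5 °C | Technique: TR-FRET 671 and 617 nm emission | Repeats: Singlicate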
Active calls of the source: *; x = no result given; & = joins results of further samples.

SMILES	PP1 counter	CTSL1 counter	Efflux pump inh	proCasp3 act	PP5 inh	TPT1 inhibitor	proCasp7 act	JMJD2C inh	core dimer inh
COc1ccccc1CNC(=O)c1c(-c2ccccc2)nn(-c2ccccc2)c1C	0	-4	-0.1	5	0.3	3	4	-1	3
Cc1nc2cc(NS(=O)(=O)c3c(C)c(C)cc(C)c3C)ccc2s1	3	-1	0.0	0	7.0	1	0	0	1
COCCNc1c(-c2ccc(OC)c(OC)c2)nc2ccc(Cl)cn12	-4	1	-0.1	1	0.0	-2	7	-5	-8
O=[N+]([O-])c1ccc(OCc2nnc(-c3ccccc3)o2)cc1	0	-1	0.0	-3	3.2	-8	-6	-2	1
Cc1ccc2nc(-c3ccccc3)cc(C(=O)NCC(c3ccco3)N(C)C)c2c1 (configuration not stated)	-4	-1	-0.1	-3	-0.7	-2	6	-5	0
CC(=O)/C(=N\Nc1ccc(C)cc1)N1CCOCC1	-1	2	0.0	-2	-2.5	-1	-2	-5	-3
NC(=O)C1=C[C@H](c2csc3ccccc23)C[C@H](OCCCCO)O1	1	0	-0.2	-2	-0.9	0	-17	3	-1
C/C(=N\Nc1cccc2cccnc12)c1ccccc1O	-2	2	-0.1	3	4.3	-2	-9	-9	3
COc1cccc(NC(=S)NNC(=O)CCn2cc([N+](=O)[O-])cn2)c1	-1	1	0.0	-5	1.0	-6	-7	-1	-1
C[C@H](NC(N)=O)C(=O)OCC(=O)NCc1cccs1	0	1	-0.2	-3	-1.7	0	1	15	-4
CNC(=S)Nc1ccc(C23CC4CC(CC(C4)C2)C3)cc1	3	-1	0.1	4	3.6	3	2	1	2
CCNC(=S)Nc1scc(-c2ccccc2)c1C(=O)OCC	-2	0	0.1	-2	1.1	1	-12	-7	2
CC[C@H](C)C1NC(=O)[C@H](CC(=O)O)NC(=O)c2cc([N+](=O)[O-])cc(I)c2NCCC(C(N)=O)NC1=O (some centres not stated)	-2	11	x	-8	0.2	-3	-4	-10	4
Cc1cc(NS(=O)(=O)c2ccc(NC(=O)COc3ccc(Br)cc3)cc2)nc(C)n1	0	1	-0.1	-1	1.9	2	-1	25	11
O=C(NCCc1ccc(C(F)(F)F)cc1)C1CCC(=O)N(C2CC2)C1 (configuration not stated)	1	0	-0.1	5	1.4	2	8	-1	1
CCc1ccccc1N(CC(=O)NCc1ccco1)C(=O)c1snc(C(N)=O)c1N	-1	0	0.1	-10	0.2	-2	-1	7	11
O=C(O)c1cc(-c2ccccc2)n(-c2ccc(Cl)cc2Cl)n1	38*	-2	0.1	-2	1.5	0	-5	-12	0
O=C(CCC1CCCCC1)Nc1ccccc1C(=O)N1CCOCC1	-7	-6	0.1	6	3.1	1	12	20	-17
Cc1ccc(S(=O)(=O)N2CCC(=O)N(CCO)CC2)cc1	5	-4	x	3	-0.3	-2	14	-6	3
CN(C(=O)c1cccnc1)c1nnc(-c2ccccn2)s1	-2	-1	0.1	4	-0.3	-4	7	3	1
O=[N+]([O-])c1ccc(CNc2cccc(Cl)c2)s1	0	0	0.1	-8	3.4	1	4	0	4
CCCC(=O)Nc1nc(C)c(C(C)=O)s1	-4	-4	0.0	2	-2.7	-2	6	2	-1
COc1ccc2cc(CN(CC3CCCO3)C(=O)Nc3ccccc3)c(=O)[nH]c2c1 (configuration not stated)	-1	0	-0.1	0	0.7	-4	12	-1	1
O=C(Nc1cccc(C(F)(F)F)c1)C1CCN(S(=O)(=O)c2ccc(N3CCCC3=O)cc2)CC1	-6	12	-0.6	-5	-5.2	-5	-10	7	-8
CCN(C(=O)COC(=O)c1cc(=O)[nH]c2ccccc12)C1CCS(=O)(=O)C1 (configuration not stated)	-12	-4	0.2	4	2.3	-1	-4	-1	3

Other results
SMILES	PP1 counter	CTSL1 counter	Efflux pump inh	proCasp3 act	PP5 inh	TPT1 inhibitor	proCasp7 act	JMJD2C inh	core dimer inh
N#CCCN(C(=O)CCl)c1cccc(Cl)c1	-9	2	-0.2	-2	-0.3	-1	0	-4	0
CCCCn1c(SCC(=O)N2CCCC2)nnc1-c1ccccc1	2	-3	-0.1	1	0.4	-1	1	-6	-7
O=C1N(CN2C(=O)C3(OCCO3)c3ccccc32)c2ccccc2C12OCCO2	4	-1	-0.1	1	1.0	0	-2	8	5
CS(=O)(=O)N1CCCC(C(=O)N2CCN(c3cccc(Cl)c3)CC2)C1 (configuration not stated)	-6	-5	-0.1	2	0.8	-6	1	2	1
Cc1cccc(NC(=O)Nc2c(C)n(C)n(-c3ccccc3)c2=O)c1	1	2	0.5	3	1.8	-1	3	-6	-7
COC(=O)CCNS(=O)(=O)c1ccc2ccccc2c1	-2	4	-0.1	11	-1.3	-5	2	-8	-3
Cc1cc(NC(=O)Cc2ccc(Br)cc2)no1	-2	2	0.0	-5	1.6	-4	7	7	-8
CC(C)(C)SCCNC(=O)CN(c1ccccc1)S(=O)(=O)c1ccc(F)cc1	-2	4	-0.1	-1	-11	-2	0	4	-10
O=C(NNC(=O)c1ccccc1OCc1ccccc1Cl)c1csc(N2CCOCC2)n1	4	-8	-1.8	9	3.9	-2	5	2	5
O=C(Nc1cccc(C(F)(F)F)c1)n1cc(-c2ccccn2)c(N2CCOCC2)n1	2	-2	-0.2	6	0.4	-7	8	-5	-6
COc1ccc(CN(C)C(=O)c2ccccc2OCc2c(C)noc2C)c(OC)c1	2	x	-0.1	10	4.4	x	-18	-2	x
CC(C)Cc1csc(NC(=O)c2ccc(Cl)cc2)c1C(=O)O	1	1	-0.8	2	-1.7	-4	-8	9	12
c1ccc(OCCOCCSc2ncccn2)cc1	0	-4	0.0	6	1.2	7	10	0	-4
CCCCCCN(C(=O)CCCCCN1C(=O)NC(c2ccc(-c3ccccc3)cc2)C(C(=O)OCc2ccccc2)=C1C)C(C(=O)NCCCC)c1ccc(OCC(=O)OC)c(C(=O)OC)c1 (configuration not stated)	38*	9	0.1	4	-1.3	-2	-8	-1	20
COc1ccc2c(CC(=O)Nc3ccccc3OC)coc2c1	2	-3	0.0	-1	-0.2	-7	-3	-30	2
CCOc1ccc(-c2ccc(NS(=O)(=O)c3ccc([N+](=O)[O-])cc3)cc2)nn1	2	3	0.1	4	1.4	0	3	-4	10
COc1ccc(CNC(=O)C2CCCN2S(=O)(=O)c2ccc(S(=O)(=O)N(C)C)cc2)cc1 (configuration not stated)	1	6	0.2	8	4.7	-4	7	-8&9	-7
CC(=O)Nc1ccc(S(=O)(=O)NCCC(=O)OCc2ccc([N+](=O)[O-])cc2)cc1	0	-3	-0.2	8	1.2	2	-3	-13	1
Nc1[nH]c(N=NC(=O)c2ccccc2)c2ccccc12	-1	5	0.2	1	-0.4	2	-1	-35	-8
CCOc1ccc(CNCCCSc2ncccn2)cc1OC	-1	-1	-0.2	8	0.7	1	0	-14	4
Cc1ccccc1NC(=S)NNC(=O)c1csc2c1CCC(C)C2 (configuration not stated)	0	4	0.1	-10	1.8	-3	-1	-20	2
CC(=O)c1ccc(OC(=O)c2ccc(Br)o2)cc1	-4	-4	0.0	-2	-0.8	3	-3	4	1
Cc1ccc(OCCNC(=O)c2ccc(C)cc2)cc1	0	3	0.0	2	0.8	-2	9	-7	-13
S=C(Nc1ccccc1Cl)N(CCCN1CCOCC1)Cc1ccccn1	7	8	-0.2	-3	-0.4	-4	4	-18	1
CCOC(=O)COc1ccc(C(=O)Nc2cccc(Cl)c2C)cc1	2	7	0.3	-2	2.0	5	-4	3	5
O=C(Nc1cccc(F)c1)c1ccc(Br)o1	2	3	-0.1	-5	5.7	0	5	5	0
COC(=O)[C@H](CCSC)NC(=O)Nc1ccc(S(N)(=O)=O)cc1	-7	-2	0.1	2	-0.9	2	-5	-9	-1
COc1ccccc1N1CCN(C(=O)c2ccc(NC3=NC4CS(=O)(=O)CC4S3)cc2)CC1 (configuration not stated)	2	-7	0.1	-12	0.1	2	5	3	-4

Some of these compounds in order of formula weight, ascending:
SMILES	PP1 counter	CTSL1 counter	Efflux pump inh	proCasp3 act	PP5 inh	TPT1 inhibitor	proCasp7 act	JMJD2C inh	core dimer inh
COC(=O)CCNS(=O)(=O)c1ccc2ccccc2c1	-2	4	-0.1	11	-1.3	-5	2	-8	-3
Cc1cc(NC(=O)Cc2ccc(Br)cc2)no1	-2	2	0.0	-5	1.6	-4	7	7	-8
COc1ccc2c(CC(=O)Nc3ccccc3OC)coc2c1	2	-3	0.0	-1	-0.2	-7	-3	-30	2
CCOc1ccc(CNCCCSc2ncccn2)cc1OC	-1	-1	-0.2	8	0.7	1	0	-14	4
CCOC(=O)COc1ccc(C(=O)Nc2cccc(Cl)c2C)cc1	2	7	0.3	-2	2.0	5	-4	3	5
O=C(Nc1cccc(C(F)(F)F)c1)n1cc(-c2ccccn2)c(N2CCOCC2)n1	2	-2	-0.2	6	0.4	-7	8	-5	-6
CC(=O)Nc1ccc(S(=O)(=O)NCCC(=O)OCc2ccc([N+](=O)[O-])cc2)cc1	0	-3	-0.2	8	1.2	2	-3	-13	1
CC(C)(C)SCCNC(=O)CN(c1ccccc1)S(=O)(=O)c1ccc(F)cc1	-2	4	-0.1	-1	-11	-2	0	4	-10
COc1ccccc1N1CCN(C(=O)c2ccc(NC3=NC4CS(=O)(=O)CC4S3)cc2)CC1 (configuration not stated)	2	-7	0.1	-12	0.1	2	5	3	-4
CCCCCCN(C(=O)CCCCCN1C(=O)NC(c2ccc(-c3ccccc3)cc2)C(C(=O)OCc2ccccc2)=C1C)C(C(=O)NCCCC)c1ccc(OCC(=O)OC)c(C(=O)OC)c1 (configuration not stated)	38*	9	0.1	4	-1.3	-2	-8	-1	20
